KOR beta-arrestin-1: KOR antagonists, beta-arrestin recruitment, cell-based, luminescence, uHTS (AID 1778). 290,000 tested, 0.091% active. one-dose inhibition, % at 10 µM; IC50 in µM for titrated hits. KOR beta-arrestin recruitment, luminescence, antagonist mode; higher % means a stronger effect. Kappa-type opioid receptor (Homo sapiens); in the data active means inhibition above about 50%; further: strong numbers were not always called active
KOR beta-arrestin-2: KOR agonists, beta-arrestin recruitment, primary screen, cell-based, luminescence, uHTS (AID 1777); one-dose activation, % at 10 µM; EC50 in µM for titrated hits; Kappa-type opioid receptor (Homo sapiens); KOR beta-arrestin recruitment, luminescence; higher % means a stronger effect; 280,000 tested, 0.02% active; in the data active means activation above about 50%, passing the limit was not always enough; further: a part of the inactive calls stands beside numbers as strong as those of hits
PhoP inhibition: inhibitors of PhoP regulon expression, primary screen, Salmonella Typhimurium, GFP reporter (AID 1863) | S. Typhimurium PhoP-regulated promoter GFP reporter, 4 h; higher % means a stronger effect | inhibition, % at 50 µM; hits with a dose series show IC50 in µM | 300,000 tested, 0.16% active;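 active means inhibition over 29.93%, a cutoff 3 SD above the screen mean, later confirmed by dose response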;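 further: 0% = low Mg2+ inducing control and 100% = high Mg2+ repressing control; strong numbers were not always called active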
GPR35 antagonists: GPR35 antagonists blocking zaprinast-driven arrestin recruitment, primary screen, imaging, U2OS, beta-arrestin-GFP, zaprinast agonist (AID 2058); 290,000 tested, 0.052% active; U2OS GPR35 beta-arrestin-GFP translocation imaging, zaprinast antagonism; higher % means a stronger effect; G-protein coupled receptor 35 (Homo sapiens); inhibition, % at 10 µM, or IC50 in µM where a hit was titrated;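 active means inhibition of at least 50% with at least 30 cells and total cytoplasm GFP at most 10,000,000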
NTR1 ag: agonists of NTR1, primary screen, imaging, U2OS cells, beta-arrestin-GFP, high content (AID 493036); Neurotensin receptor type 1 (Homo sapiens), P30989; NTR1-U2OS beta-arrestin-GFP spot imaging, agonist mode; activation, % at 20 µM; 330,000 tested, 0.17% active;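 active means activation at or above 40% of the spot to cytoplasm intensity ratio, with at least 20 cells analyzed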;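 further: 0% = DMSO without peptide and 100% = 100 nM NTR1 peptide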
Target sequence (P30989 whole entry, looked up): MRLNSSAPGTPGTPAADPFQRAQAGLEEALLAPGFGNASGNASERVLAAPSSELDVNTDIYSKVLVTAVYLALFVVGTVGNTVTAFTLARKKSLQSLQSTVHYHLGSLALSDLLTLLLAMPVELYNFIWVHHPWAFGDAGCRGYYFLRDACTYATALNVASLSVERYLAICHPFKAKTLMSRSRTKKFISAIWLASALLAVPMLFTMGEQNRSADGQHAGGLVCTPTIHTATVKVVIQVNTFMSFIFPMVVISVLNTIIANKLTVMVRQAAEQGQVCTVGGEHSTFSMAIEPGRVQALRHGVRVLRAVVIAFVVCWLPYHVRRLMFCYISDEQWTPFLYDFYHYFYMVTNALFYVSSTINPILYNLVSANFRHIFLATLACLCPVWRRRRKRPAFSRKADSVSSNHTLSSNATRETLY
T cell HTS: modulators of CD8 T cell-vesicle binding, primary screen, mouse 2C CD8+ T cells, flow cytometry; 330,000 tested, 0.068% active; calls only at 7 µM; 2C CD8+ T cell-vesicle binding; hits give low values;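 active means response, share of CD8 T cells binding vesicles, and their 90th percentile fluorescence all below set limits, cut at about 80% in these data, passing the limit was not always enough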
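Material: murine 2C transgenic CD8+ T lymphocytes / Also added: QL9-peptide-loaded Drosophila micro-vesicles bearing Ld, ICAM-1 and B7-1 / Schedule: binding step 1.5 h, 37 °C, antibody labelling 20 min, ice / Signal: flow cytometry, PE anti-B7-1 (FL2) versus Alexa647 anti-CD8 (FL8), PFA-fixed / Evaluation: percent CD8+ FL2 mean versus row control / Benchmarks: naked versus QL9-loaded vesicles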
GPR55 LPI antagonism: GPR55 antagonists blocking LPI-driven arrestin recruitment, primary screen, imaging, U2OS, beta-arrestin-GFP, LPI agonist (AID 2013); G-protein coupled receptor 55 (Homo sapiens); U2OS GPR55 beta-arrestin-GFP translocation imaging, LPI antagonism; higher % means a stronger effect; inhibition, % at 10 µM, or IC50 in µM where a hit was titrated; 290,000 tested, 0.13% active;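 active means spots per cell inhibited over 60%, with over 100 cells counted and total cytoplasm intensity under 500,000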;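 further: U2OS cells stably carrying GPR55 and arrestin-GFP stimulated by 5 µM LPI near EC80; imaged beta-arrestin-GFP aggregate spots per cell after agonist stimulation; plate controls were LPI-stimulated DMSO wells for no effect and DMSO wells without LPI for full effect; some results filed as inactive read as strong as hits; confirmed hits need IC50 under 10 µM and bright autofluorescent wells are also inconclusive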
West Nile virus CPE: West Nile virus antiviral activity, cell-based, CPE readout (AID 1621) | West Nile virus-infected cells, CPE inhibition; higher % means a stronger effect | CPE inhibition, % at 10 µM; hits with a dose series show IC50 in µM | 290,000 tested, 0.02% active; in the data active means a potency from the dose series; further: strong numbers were not always called active
GPR55 beta-arrestin: GPR55 agonists via beta-arrestin recruitment, primary screen, imaging, U2OS cells, beta-arrestin-GFP redistribution (AID 1961) | G-protein coupled receptor 55 (Homo sapiens) | U2OS GPR55 beta-arrestin-GFP redistribution imaging; higher % means a stronger effect | 290,000 tested, 0.048% active | activation, % at 10 µM; hits with a dose series show EC50 in µM;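 active means activation above 40% with more than 50 cells counted in the well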;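 further: U2OS osteosarcoma cells stably expressing GPR55 and beta-arrestin-GFP; plate controls were DMSO negative control for no effect and LPI positive control for full effect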
T cell HTS vesicle-bound %: second read-out of T cell HTS, no call of its own (marks repeat the call); double positive events, %; measured here: CD8+ vesicle-bound cell fraction;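 binding gate set so that unloaded-vesicle control wells show 10% double positive cells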
NTR1 ag cell count 20 µM: also measured in NTR1 ag; calls as there; cell count; measured here: cell count, cytotoxicity flag
* = called active by the depositor; i = inactive; . = not tested or not shown; [ ] = another dose, or the depositor's remark.

canonical_smiles | KOR beta-arrestin-1 | KOR beta-arrestin-2 | PhoP inhibition | GPR35 antagonists | NTR1 ag | NTR1 ag cell count 20 µM | T cell HTS | T cell HTS vesicle-bound % | GPR55 LPI antagonism | West Nile virus CPE | GPR55 beta-arrestin
COC(=O)COc1cc(C)cc2oc(=O)c(CC(=O)OC)c(C)c12 | 14% | -4.5% | 3% | 0% | 0.8 | 37 | i | 36 | 7% | 0.3% | -0.1%
Cn1c(N)c(S(=O)(=O)NCc2ccc(Cl)cc2)c(=O)n(C)c1=O | -2% | -1.4% | -8% | -1% | 1.9 | 85 | i | 35 | -3% | -0.1% | 0.5%
C=CCSc1ccccc1C(=O)Nc1ncn[nH]1 | -10%[20 µM] | -0.7% | 0% | -15% | -0.4 | 72 | i | 39 | -5% | -0.8% | 0.3%
O=C(CSc1ncccn1)N/N=C/c1cccc([N+](=O)[O-])c1 | -15% | -2.9% | 6% | -14% | -0.5 | 85 | i | 51 | 5% | -0.9% | -0.3%
O=C(NCc1ccc2c(c1)OCO2)Nc1ccc(Cl)cc1 | 5% | 3.4% | -2% | 8% | 3.0 | 61 | i | 8 | -2% | -0.6% | 0.8%
CCN1CCc2c(sc(NC(=S)NC(=O)c3ccc(Cl)cc3)c2C(N)=O)C1 | 42% | -2.8% | -12% | 15% | -2.1 | 48 | i | 36 | 4% | -0.1% | 0.3%
CCNS(=O)(=O)c1ccc(NC(=O)c2ccc(Cn3cc([N+](=O)[O-])cn3)o2)cc1 | 17% | 1.1% | 5% | 1% | 0.2 | 46 | i | 49 | 15% | -0.4% | 0.1%
CCN(/N=C/c1cccs1)c1cc(=O)n(C)c(=O)[nH]1 | 19% | -6.3% | -1% | -9% | -0.4 | 34 | i | 44 | 7% | 0.3% | -0.3%
O=C(Nc1cccc2ccccc12)N1CC=C(c2ccccc2)CC1 | -65% | 5.1% | 9% | 16% | -1.6 | 77 | i | 11 | -6% | -0.1% | -0.1%
COC(=O)CN(c1nc(C)cc(OC)n1)S(=O)(=O)c1ccc(C)cc1 | 17% | 0.9% | 9% | 10% | 0.1 | 64 | i | 38 | 13% | 0.5% | -0.2%
CSC(=S)N(C)C1CCS(=O)(=O)C1 (centres undefined) | 16% | -4.0% | -3% | -4% | 0.2 | 52 | i | 45 | 3% | -0.1% | 0.2%
COc1ccccc1OCCOCCOc1ccc(C)cc1[N+](=O)[O-] | -4% | -0.2% | 1% | 18% | 1.0 | 40 | i | 32 | 8% | -2.5% | -0.3%

Record cards, as listed above. Screens in order: KOR beta-arrestin-1 | KOR beta-arrestin-2 | PhoP inhibition | GPR35 antagonists | NTR1 ag | NTR1 ag cell count 20 µM | T cell HTS | T cell HTS vesicle-bound % | GPR55 LPI antagonism | West Nile virus CPE | GPR55 beta-arrestin
Profile of `C=CCSc1ccccc1C(=O)Nc1ncn[nH]1` : -10%[20 µM] | -0.7% | 0% | -15% | -0.4 | 72 | i | 39 | -5% | -0.8% | 0.3%
Profile of `CCNS(=O)(=O)c1ccc(NC(=O)c2ccc(Cn3cc([N+](=O)[O-])cn3)o2)cc1` : 17% | 1.1% | 5% | 1% | 0.2 | 46 | i | 49 | 15% | -0.4% | 0.1%

(list continues)
canonical_smiles | KOR beta-arrestin-1 | KOR beta-arrestin-2 | PhoP inhibition | GPR35 antagonists | NTR1 ag | NTR1 ag cell count 20 µM | T cell HTS | T cell HTS vesicle-bound % | GPR55 LPI antagonism | West Nile virus CPE | GPR55 beta-arrestin
O=C(O)c1nn(CCOc2ccccc2F)c(=O)c2ccccc12 | -16% | -2.1% | 5% | 13% | 1.1 | 50 | i | 33 | 5% | -0.4% | -0.1%
O=C(CSc1nnc(NC(=O)Cc2ccccc2)s1)NCc1ccco1 | -11% | -4.3% | 0% | -1% | -0.9 | 58 | i | 46 | 7% | -0.1% | -0.1%
Cc1ccc(CSc2ncccc2C(=O)O)cc1 | -12% | -0.1% | -35% | 8% | 1.8 | 76 | i | 36 | -6% | 0.5% | 0.3%
CC(=O)Cc1c(C(=O)O)c(C)nn1-c1ccccc1 | -47%[20 µM] | . | -3% | 9% | -0.5 | 45 | i | 44 | 8% | 0.8% | -0.1%
CCOC(=O)c1c(N)sc(C(C)=O)c1C | 10% | -2.1% | 9% | 16% | 0.1 | 76 | i | 24 | 5% | 2.5% | -0.1%
CCN(/N=C/c1ccc(Cl)cc1)c1cc(=O)n(C)c(=O)[nH]1 | -12% | 7.8% | 18% | 16% | 0.3 | 75 | i | 62 | 2% | -0.3% | 0.3%
O=C(CN1CCCCCCC1)N/N=C/c1ccc(F)cc1F | -7% | 5.3% | -11% | 3% | 0.5 | 54 | i | 38 | 11% | 0.0% | -0.2%

In the list so far, 11 contain sulfur.
canonical_smiles | KOR beta-arrestin-1 | KOR beta-arrestin-2 | PhoP inhibition | GPR35 antagonists | NTR1 ag | NTR1 ag cell count 20 µM | T cell HTS | T cell HTS vesicle-bound % | GPR55 LPI antagonism | West Nile virus CPE | GPR55 beta-arrestin
Cn1c(N)c(S(=O)(=O)NCc2ccc(Cl)cc2)c(=O)n(C)c1=O | -2% | -1.4% | -8% | -1% | 1.9 | 85 | i | 35 | -3% | -0.1% | 0.5%
C=CCSc1ccccc1C(=O)Nc1ncn[nH]1 | -10%[20 µM] | -0.7% | 0% | -15% | -0.4 | 72 | i | 39 | -5% | -0.8% | 0.3%
O=C(CSc1ncccn1)N/N=C/c1cccc([N+](=O)[O-])c1 | -15% | -2.9% | 6% | -14% | -0.5 | 85 | i | 51 | 5% | -0.9% | -0.3%
CCN1CCc2c(sc(NC(=S)NC(=O)c3ccc(Cl)cc3)c2C(N)=O)C1 | 42% | -2.8% | -12% | 15% | -2.1 | 48 | i | 36 | 4% | -0.1% | 0.3%
CCNS(=O)(=O)c1ccc(NC(=O)c2ccc(Cn3cc([N+](=O)[O-])cn3)o2)cc1 | 17% | 1.1% | 5% | 1% | 0.2 | 46 | i | 49 | 15% | -0.4% | 0.1%
CCN(/N=C/c1cccs1)c1cc(=O)n(C)c(=O)[nH]1 | 19% | -6.3% | -1% | -9% | -0.4 | 34 | i | 44 | 7% | 0.3% | -0.3%
COC(=O)CN(c1nc(C)cc(OC)n1)S(=O)(=O)c1ccc(C)cc1 | 17% | 0.9% | 9% | 10% | 0.1 | 64 | i | 38 | 13% | 0.5% | -0.2%
CSC(=S)N(C)C1CCS(=O)(=O)C1 (centres undefined) | 16% | -4.0% | -3% | -4% | 0.2 | 52 | i | 45 | 3% | -0.1% | 0.2%
O=C(CSc1nnc(NC(=O)Cc2ccccc2)s1)NCc1ccco1 | -11% | -4.3% | 0% | -1% | -0.9 | 58 | i | 46 | 7% | -0.1% | -0.1%
Cc1ccc(CSc2ncccc2C(=O)O)cc1 | -12% | -0.1% | -35% | 8% | 1.8 | 76 | i | 36 | -6% | 0.5% | 0.3%
CCOC(=O)c1c(N)sc(C(C)=O)c1C | 10% | -2.1% | 9% | 16% | 0.1 | 76 | i | 24 | 5% | 2.5% | -0.1%

Source: PubChem (several laboratories)
